# Screens (PubChem BioAssay)
# DENV2 CPE rescue – protects cells from dengue virus 2 cytopathic effect; DENV2-infected cells, cytopathic effect rescue, plate reader; CPE inhibition, % at 9.99 µM; 350,000 compounds, 1.7% hits; AID 651640; in the data active means CPE inhibition above about 20%, passing the limit was not always enough; inconclusive means no clear call, values can overlap the other calls; tested in BHK-21 cells;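 further: 0% = median of neutral control wells and 100% = median of positive control wells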
# CFTR F508del cor – correctors of CFTR F508del function in bronchial epithelial cells | CFBE cells, YFP halide quenching; stimulated with forskolin plus potentiator P3; % fluorescence drop versus neutral controls | activity (quench increase), % at 7.58 µM | 350,000 compounds, 0.36% hits;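 active means mean added fluorescence quench of at least 8% versus neutral control, with both replicates also reaching 8%; inconclusive means only one of the mean or replicate conditions met; inactive means mean below 8% and not both replicates reaching 8%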;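 further: cells transiently co-express mutant CFTR-F508del with the halide-sensitive YFP; corrector assay measuring rescue of mutant channel to the surface after 24 h compound exposure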
# ERAP1 HTS inh – ERAP1 (human) enzyme inhibition | 340,000 compounds, 0.15% hits | AID 652197 | recombinant ERAP1, Leu-AMC fluorescence, 60 min | inhibition, % at 10.7 µM;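 active means mean replicate inhibition of at least 30%, or all replicates individually reaching that 30% level; inactive means mean below 30% and not every replicate reaching it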;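 further: 0% = neutral control wells and 100% = L-leucinethiol positive control wells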
# ERp5 inh – ERp5 (human) disulfide isomerase inhibition. AID 651711. inhibition, % at 9.99 µM. 350,000 compounds, 0.05% hits. Q15084. ERp5 insulin aggregation, absorbance 650 nm, 90 min;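 active means mean replicate inhibition above about 25%, with every replicate also reaching it, limit read from the data, passing the limit was not always enough; inconclusive means only one of those two criteria met; inactive means neither criterion met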
# Target sequence (Q15084 whole entry, looked up): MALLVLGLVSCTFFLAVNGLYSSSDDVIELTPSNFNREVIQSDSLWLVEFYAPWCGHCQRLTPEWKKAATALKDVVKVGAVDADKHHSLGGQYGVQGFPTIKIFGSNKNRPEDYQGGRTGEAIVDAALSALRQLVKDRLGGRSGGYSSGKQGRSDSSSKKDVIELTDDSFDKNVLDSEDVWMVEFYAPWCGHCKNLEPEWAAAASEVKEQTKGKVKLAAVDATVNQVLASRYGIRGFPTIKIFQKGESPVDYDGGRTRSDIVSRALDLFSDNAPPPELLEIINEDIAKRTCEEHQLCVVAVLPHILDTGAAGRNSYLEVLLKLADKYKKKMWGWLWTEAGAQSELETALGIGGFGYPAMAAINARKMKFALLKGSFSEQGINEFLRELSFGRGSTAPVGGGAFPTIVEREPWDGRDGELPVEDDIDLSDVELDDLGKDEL
# miR-122 sensor – inhibitors of miR-122 in Huh7 cells | AID 602342 | activation (reporter increase), % at 12.5 µM | 340,000 compounds, 0.3% hits | Huh7 miR-122 Renilla luciferase sensor, 48 h; neutral wells = 0, positive control = 100;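 active means mean replicate activation score at least 90 and every replicate individually at or above 90; inconclusive means only one of the two criteria met; inactive means neither criterion met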;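 further: higher luciferase means less miR-122 activity so hits act as miR-122 inhibitors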
# SIRT5 inh – inhibitors of human sirtuin-5 desuccinylase | AID 652115 | Purified SirT5, succinyl-peptide AMC, trypsin-coupled fluorescence | inhibition, % at 15 µM | Q9NXA8 | 330,000 compounds, 1.1% hits; in the data active means inhibition above about 15%; inconclusive means no clear call, values can overlap the other calls
# Target sequence (Q9NXA8 whole entry, looked up): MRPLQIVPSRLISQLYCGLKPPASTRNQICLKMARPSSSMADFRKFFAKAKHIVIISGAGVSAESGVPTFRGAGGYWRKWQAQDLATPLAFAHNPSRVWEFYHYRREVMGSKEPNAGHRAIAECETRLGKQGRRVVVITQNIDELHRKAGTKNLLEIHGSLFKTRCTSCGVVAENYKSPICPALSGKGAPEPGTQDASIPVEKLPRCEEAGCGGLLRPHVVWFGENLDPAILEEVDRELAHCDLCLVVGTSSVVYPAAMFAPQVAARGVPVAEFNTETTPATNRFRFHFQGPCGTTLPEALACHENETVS
# CASP6 VEID inh – caspase-6 (human) enzyme inhibition | 350,000 compounds, 0.53% hits | inhibition, % at 12.5 µM | purified caspase-6, Z-VEID-R110 cleavage fluorescence;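 active means mean inhibition across replicates at least about 35%, with every replicate also reaching that limit, limit read from the data; inconclusive means only one of the two criteria met; inactive means neither criterion met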;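 further: 0% = median of neutral control wells and 100% = no fluorescence left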
# Target sequence (P55212 24-179 limits assumed): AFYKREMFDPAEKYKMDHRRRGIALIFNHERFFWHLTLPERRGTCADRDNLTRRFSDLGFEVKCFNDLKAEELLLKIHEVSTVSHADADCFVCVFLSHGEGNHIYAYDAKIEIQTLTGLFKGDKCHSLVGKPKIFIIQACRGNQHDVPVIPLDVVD
# Target sequence (P55212 194-293 limits assumed): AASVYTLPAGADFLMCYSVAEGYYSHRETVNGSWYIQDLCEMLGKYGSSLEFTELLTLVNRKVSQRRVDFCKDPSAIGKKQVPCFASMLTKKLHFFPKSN
# * hit, by the source's call; ? = inconclusive; nt = no result given; [ ] = remark or other dose.
[1] CC(C)CN(C(=O)CSc1nnc2ccccn12)C1CCS(=O)(=O)C1 (configuration not stated)
[2] Cc1ccsc1C(=O)NNC(=S)NC1CCCCC1
[3] COc1cccc2c1cc1c(=O)n(CC(=O)NCCCN3CCN(C)CC3)nc(C)n12
[4] CCCn1cc(S(=O)(=O)c2ccc(C)cc2)c(=O)c2cc(OC)c(OC)cc21
[5] C/C=C/c1cnc2c(c1)C(=O)N([C@@H](C)CO)C[C@H](C)[C@H](CN(C)Cc1ccccc1)O2
[6] O=C(Nc1ccc(F)cc1F)C1CCCN1S(=O)(=O)c1cccc2nsnc12 (configuration not stated)

Assay by compound	1	2	3	4	5	6
DENV2 CPE rescue	0	5	-1	8	13	-5
CFTR F508del cor	-0.3	-0.3	-0.8	-0.3	1.7	-0.6
ERAP1 HTS inh	-2	-4	3	5	-1	-1
ERp5 inh	5	-1	2	1	-4	-1
miR-122 sensor	4	35	1	2	-4[16.7 µM]	6
SIRT5 inh	-3	4	-22	20*	-3	1
CASP6 VEID inh	-4	1	-5	1	0	2

# Profiles, quoted from the list. Order of screens: DENV2 CPE rescue | CFTR F508del cor | ERAP1 HTS inh | ERp5 inh | miR-122 sensor | SIRT5 inh | CASP6 VEID inh
# `CCCn1cc(S(=O)(=O)c2ccc(C)cc2)c(=O)c2cc(OC)c(OC)cc21` is entered as 8 | -0.3 | 5 | 1 | 2 | 20* | 1
# `COc1cccc2c1cc1c(=O)n(CC(=O)NCCCN3CCN(C)CC3)nc(C)n12` is entered as -1 | -0.8 | 3 | 2 | 1 | -22 | -5
# `O=C(Nc1ccc(F)cc1F)C1CCCN1S(=O)(=O)c1cccc2nsnc12` (configuration not stated) is entered as -5 | -0.6 | -1 | -1 | 6 | 1 | 2

# The results go on:
[7] COc1cccc(-n2ccnc2SCC(=O)N2CCCc3ccccc32)c1
[8] Cc1cccc(C(=O)N2CCCC(N3CCN(c4cccc(Cl)c4)CC3)C2)n1 (configuration not stated)
[9] O=C(NCCc1ccccc1)c1cc(S(=O)(=O)N2CCCC2)ccc1F
[10] C[C@@H]1CN([C@H](C)CO)C(=O)c2cc(NC(=O)Nc3ccccc3)ccc2O[C@H]1CN(C)C(=O)Nc1cccc2ccccc12
[11] O=C(NCC[C@@H]1CC[C@@H](NC(=O)C2CCCC2)[C@@H](CO)O1)c1cnccn1
[12] COC(=O)c1cc(S(=O)(=O)NCc2cccs2)c[nH]1

Assay by compound	7	8	9	10	11	12
DENV2 CPE rescue	1	-2	?	19	-3	3
CFTR F508del cor	nt	4.2	0.9	-3.6	1.3	0.6
ERAP1 HTS inh	-2	1	-2	-3	0	-2
ERp5 inh	-1	-4	2	-4	1	2
miR-122 sensor	nt	-4	nt	-3[16.7 µM]	-5[16.7 µM]	41
SIRT5 inh	11	1	1	2	4	-5
CASP6 VEID inh	3	2	1	2	-1	-2

[13] CC(=O)c1ccc(OCc2c(-c3ccccc3)nnn2CC(=O)NS(=O)(=O)c2ccccc2C)cc1
[14] S=c1[nH]c(-c2ccccc2)cn1/N=C/c1cccc2ccccc12
[15] COc1ccc2[nH]c3c(c2c1)CCN1C(=O)N([C@@H](C)C(=O)NCc2ccccc2OC)C(=O)[C@]31C
[16] CC(C)NC(=O)Nc1ccc2c(c1)CC(=O)N([C@@H](C)CO)C[C@H](C)[C@@H](CN(C)C(=O)Nc1cccc3ccccc13)O2
[17] CCn1cnc2c1c(=O)n(Cc1ccc(C(=O)OC)cc1)c(=O)n2Cc1ccccc1
[18] COc1ccc(-c2ccccc2[C@H]2[C@@H](CO)N(C(=O)C3CCCCC3)[C@H]2C#N)cc1

Assay by compound	13	14	15	16	17	18
DENV2 CPE rescue	3	-3	17	7	1	-5
CFTR F508del cor	2.5	0.0	0.0	0.4	-0.8	0.8
ERAP1 HTS inh	1	8	nt	2	1	-1
ERp5 inh	0	-9	2	-5	-3	-3
miR-122 sensor	-3	nt	-1	0[16.7 µM]	nt	nt
SIRT5 inh	nt	-3	nt	2	-1	5
CASP6 VEID inh	2	6	-6	3	0	-6

[19] COc1ccc(-c2nnc(SCC(=O)N3CCOCC3)o2)cc1OC
[20] O=C(NC1CC1)C1=C[C@H](C2CCCCC2)C[C@H](OCc2ccc(CO)cc2)O1
[21] CCn1nc(NS(=O)(=O)c2ccc([N+](=O)[O-])cc2)c2cc3ccc(C)cc3nc21
[22] CC1(c2nnc(Cc3ccccc3)o2)CC(c2ccncc2)=NO1 (configuration not stated)
[23] O=C(OCC(=O)N1CCOCC1)c1ccccc1Cc1ccccc1
[24] COc1ccc(COC(=O)c2ccc(Cl)c(S(=O)(=O)N3CCOCC3)c2)cc1F

Assay by compound	19	20	21	22	23	24
DENV2 CPE rescue	-2	-2	-1	5	13	4
CFTR F508del cor	4.0	3.0	0.6	1.1	-0.5	-1.9
ERAP1 HTS inh	nt	-4	4	1	5	-3
ERp5 inh	-5	-1	-1	4	2	4
miR-122 sensor	-2	-6	-2	nt	nt	-4
SIRT5 inh	nt	nt	0	-5	-4	9
CASP6 VEID inh	3	0	nt	-2	12	0

[25] OC(Cc1ccccc1)c1ncc(-c2ccc(Cl)cc2)[nH]1 (configuration not stated)
[26] CC(C)NC(=O)N(C)C[C@H]1Oc2ncc(-c3ccccc3F)cc2C(=O)N([C@H](C)CO)C[C@H]1C
[27] Cc1cc(C)n2nc(SC(C)C(=O)N3CC(C)OC(C)C3)nc2n1 (configuration not stated)
[28] CCN(c1ccccc1)S(=O)(=O)c1cc(NC(=O)Nc2ccccc2C#N)ccc1Cl
[29] COc1cc(/C=C2\SC(=O)N(CC(=O)Nc3ccc(C)cc3)C2=O)cc(Cl)c1OCC(=O)O
[30] Clc1ccc(-c2nc(CSc3ccccn3)cs2)cc1

Assay by compound	25	26	27	28	29	30
DENV2 CPE rescue	-8	17	-2	nt	7	5
CFTR F508del cor	2.0	-3.0	1.2	nt	-3.2	nt
ERAP1 HTS inh	-5	0	2	11	1	-8
ERp5 inh	2	-3	0	-7	5	-9
miR-122 sensor	5	-10[16.7 µM]	-2	nt	-4	nt
SIRT5 inh	-4	-4	nt	-7	3	5
CASP6 VEID inh	1	1	-1	-2	-3	1

[31] CCNC(=S)NNC(=S)NCc1ccccc1
[32] O=C(O)/C=C/C(=O)Nc1ccc(SC(F)(F)C(F)(F)C(F)(F)F)cc1
[33] CC1(C)CC(=O)C(CC2CCCCC2=O)C(=O)C1 (configuration not stated)
[34] Oc1cc2c(cc1CN1CCc3ccccc3C1)OCO2
[35] C[C@@H]1CN([C@H](C)CO)C(=O)Cc2cc(NC(=O)C3CC3)ccc2O[C@@H]1CN(C)Cc1ccc(-c2ccccc2)cc1
[36] CN(C)S(=O)(=O)c1cccc(NC(=O)c2cc(-c3cccs3)nc3ccccc23)c1

Assay by compound	31	32	33	34	35	36
DENV2 CPE rescue	2	-2	-2	-6	2	11
CFTR F508del cor	nt	-3.4	-0.1	-3.4	-2.8	1.8
ERAP1 HTS inh	2	3	-3	1	1	1
ERp5 inh	-3	-4	2	2	-1	-1
miR-122 sensor	nt	nt	nt	-2	-1[16.7 µM]	2
SIRT5 inh	-1	-2	3	-2	10	-5
CASP6 VEID inh	-1	0	0	1	-1	-1

# Reprinted from the part before: two compounds, followed by the next part.
[35] C[C@@H]1CN([C@H](C)CO)C(=O)Cc2cc(NC(=O)C3CC3)ccc2O[C@@H]1CN(C)Cc1ccc(-c2ccccc2)cc1
[36] CN(C)S(=O)(=O)c1cccc(NC(=O)c2cc(-c3cccs3)nc3ccccc23)c1
[37] CC(=O)NC(C)C(=O)OCC(=O)c1ccc(-c2ccccc2)cc1 (configuration not stated)
[38] COc1ccc(C(C)NC(=O)c2ccccc2Cl)cc1OC (configuration not stated)
[39] O=C(C[C@H]1C[C@@H]2c3cc(NC(=O)C4CCOCC4)ccc3O[C@@H]2[C@@H](CO)O1)NCc1cccc(F)c1
[40] COc1cccc(-c2cc(C(=O)Nn3cnnc3)c3ccccc3n2)c1
[41] C[C@@H]1CN([C@@H](C)CO)S(=O)(=O)c2ccc(-c3ccc(C#N)cc3)cc2O[C@@H]1CN(C)C
[42] O=C(COC(=O)c1ccccc1)c1ccc(Br)cc1

Assay by compound	35	36	37	38	39	40	41	42
DENV2 CPE rescue	2	11	6	64*	2	-4	7	3
CFTR F508del cor	-2.8	1.8	1.4	-0.2	0.6	1.0	-1.3	1.1
ERAP1 HTS inh	1	1	-2	-2	2	1	-3	10
ERp5 inh	-1	-1	-1	2	-7	2	0	-1
miR-122 sensor	-1[16.7 µM]	2	-6	0	-1[16.7 µM]	3	-2[16.7 µM]	nt
SIRT5 inh	10	-5	-3	-1	3	1	-4	-5
CASP6 VEID inh	-1	-1	2	6	-1	7	-1	-3

[43] CNC[C@H]1Oc2ccc(NC(=O)NC(C)C)cc2C(=O)N([C@H](C)CO)C[C@@H]1C
[44] COc1cc(CN2C[C@@H](CO)O[C@@H](n3cnc4c(N(C)C(C)C)ncnc43)C2)cc(OC)c1OC
[45] CCOc1ccc(NC(=O)CSc2nc3ccccc3nc2N2CCOCC2)cc1
[46] Cc1ccc(-n2c(O)c(C=Nc3ccc(S(=O)(=O)Nc4ncccn4)cc3)c3ccccc3c2=O)cc1C
[47] Cc1ccc(S(=O)(=O)CCC(=O)Nc2ccccc2C)cc1
[48] CC(C)N(CC#CCC(O)(c1ccccc1)C1CCCC1)CCO (configuration not stated)

Assay by compound	43	44	45	46	47	48
DENV2 CPE rescue	5	-4	0	-3	9	0
CFTR F508del cor	3.5	0.6	1.7	-2.5	-3.7	6.5
ERAP1 HTS inh	4	2	9	5	1	-3
ERp5 inh	3	8	-2	1	1	0
miR-122 sensor	-6[16.7 µM]	-7	0	nt	-2	nt
SIRT5 inh	-3	nt	-2	-2	1	0
CASP6 VEID inh	-2	3	-2	-1	-1	4

[49] O=C(/C=C/c1cccc([N+](=O)[O-])c1)c1ccc([N+](=O)[O-])o1
[50] NS(=O)(=O)c1cc2c(cc1C(F)(F)F)NCNS2(=O)=O
[51] O=C1C2CCCCC2C(=O)N1Cc1ccccc1 (configuration not stated)
[52] CN(C)Cc1csc(NC(=O)Nc2ccccc2Cc2ccccc2)n1
[53] CC(=O)Nc1ccc(CN2C(=O)C(CCc3ccccc3)ON=C2c2cnccn2)cc1 (configuration not stated)
[54] COc1ccc(S(N)(=O)=O)cc1N(C)S(=O)(=O)c1ccccc1

Assay by compound	49	50	51	52	53	54
DENV2 CPE rescue	?	0	-5	6	?	2
CFTR F508del cor	-0.4	4.9	0.5	1.6	-1.5	2.8
ERAP1 HTS inh	-2	-3	-2	1	nt	-4
ERp5 inh	6	-2	1	5	-4	1
miR-122 sensor	nt	-4	6	-5	nt	-1
SIRT5 inh	nt	5	-14	-1	nt	-1
CASP6 VEID inh	5	-2	1	-5	-2	5

[55] CC(=O)c1ccccc1NC(=O)c1ccc2c(c1)NC(=O)C(C)S2 (configuration not stated)
[56] Cc1cc(=O)oc2c3c(cc(OCC(=O)N[C@@H](C)C(=O)O)c12)OC(C)(C)CC3
[57] C=CCn1c(=O)c2ccccc2n2c(SCc3csc(-c4ccccc4)n3)nnc12
[58] C[C@@H]1CCCCO[C@@H](CN(C)CC2CCCCC2)[C@@H](C)CN([C@@H](C)CO)C(=O)c2cc(NC(=O)c3ccccc3)ccc2O1
[59] O=C(COC(=O)c1cc2ccccc2cc1O)Nc1ccccc1F
[60] COc1ccccc1-n1c(C)nc2cc(C(=O)NCCN3CCOCC3)ccc21

Assay by compound	55	56	57	58	59	60
DENV2 CPE rescue	-2	8	nt	-6	-12	8
CFTR F508del cor	-0.1	3.0	nt	-1.7	0.3	-3.2
ERAP1 HTS inh	1	7	-2	1	0	-2
ERp5 inh	-8	0	4	3	-2	-5
miR-122 sensor	nt	5	0	8[16.7 µM]	8	-6
SIRT5 inh	-3	-39	-4	0	-6	5
CASP6 VEID inh	0	1	0	2	-5	-2
